Fam108B counter – mouse Fam108B serine hydrolase inhibitors, primary screen, counter-screen for RBBP9 inhibitor project, biochemical, fluorescence polarization. recombinant Fam108B, FP-Rh probe fluorescence polarization. inhibition, % at 9.51 µM. actives 0.33% (n = 300,000). AID 1947, 2009;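 active = inhibition above the screen mean inhibition plus 3 SD, computed separately per campaign, cut at about 18% in these data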;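 also: inhibitors lower polarization as less probe binds the enzyme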
MEX-5 binding – MEX-5 zinc finger RNA-binding disruptors – biochemical, C. elegans, fluorescence polarization, MLPCN library, primary screen; Zinc finger protein mex-5 (Caenorhabditis elegans), Q9XUB2; MEX-5/FITC-TCR2 RNA binding; active compounds read low; activity score (negative = inhibition of binding), % at 10 µM; actives 0.38% (n = 300,000);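 active = inhibition past about -25% in most replicates, and total fluorescence under double the plate's negative control median, limit read from the data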;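 also: 0% = DMSO and -100% = 5 µM competing unlabeled TCR2 RNA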
pPAFAH FP inh – pPAFAH enzyme inhibitors, primary screen, biochemical, fluorescence polarization, human. Platelet-activating factor acetylhydrolase (Homo sapiens), Q13093. recombinant pPAFAH, FP-rhodamine probe fluorescence polarization. inhibition, % at 3.39 µM. actives 1.5% (n = 330,000). AID 463082, 2010;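 active = inhibition above the mean inhibition across the screen plus 3 SD, cut at about 25% in these data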;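 also: inhibitors block binding of the rhodamine activity-based probe so polarization drops; 0% = enzyme with DMSO and 100% = wells lacking pPAFAH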
GLD-1 RNA inh – GLD-1/TGE RNA complex disruptors, primary screen, biochemical, fluorescence polarization | purified GLD-1 + fluorescein TGE RNA | inhibition, % at 5.96 µM | AID 2280, 2010 | actives 0.44% (n = 320,000);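 active = percent inhibition above a per-plate cutoff, the plate mean of test compounds plus 3 SD, cut at about 30% in these data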;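 also: 0% = DMSO wells with GLD-1 and probe and 100% = wells lacking GLD-1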
AHR act – AHR activators, primary screen, cell-based, luminescence, luciferase reporter, human. Aryl hydrocarbon receptor (Homo sapiens), P35869. AHR-responsive luciferase reporter cells. activation, % at 5 µM. actives 2.5% (n = 320,000); in the data active = activation above about 47%;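 also: 0% = vehicle wells and 100% = reference agonist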
MCL1-BIM inh – inhibitors of MCL1 binding to BIM-BH3, primary screen, biochemical, fluorescence polarization. Induced myeloid leukemia cell differentiation protein Mcl-1 (Homo sapiens), Q07820. GST-MCL1 / FITC-Bim-BH3 fluorescence polarization. inhibition, % at 10.9 µM. actives 0.68% (n = 320,000). AID 2057, 2009;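 active = inhibition above the mean inhibition of all tested compounds plus 3 SD, set per campaign, cut at about 40% in these data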;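 also: 0% = DMSO wells and 100% = unlabeled Bim-BH3 peptide control; higher means more loss of mP so more displacement of Bim peptide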
BCLXL inh – inhibitors of human Bcl-xL, primary screen, biochemical, fluorescence polarization, HTS. Bcl-2-like protein 1 (Homo sapiens), Q07817. GST-Bcl-xL / FITC-Bim BH3 peptide fluorescence polarization. inhibition, % at 10.9 µM. actives 0.7% (n = 320,000). AID 2129, 2009;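 active = inhibition above the mean of all tested compounds plus 3 SD, cutoff set per campaign, cut at about 30% in these data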;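 also: 0% = DMSO wells and 100% = unlabeled Bim-BH3 peptide competitor; inhibitors lower millipolarization by displacing the labeled peptide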
Target sequence (Q07817 whole entry, looked up): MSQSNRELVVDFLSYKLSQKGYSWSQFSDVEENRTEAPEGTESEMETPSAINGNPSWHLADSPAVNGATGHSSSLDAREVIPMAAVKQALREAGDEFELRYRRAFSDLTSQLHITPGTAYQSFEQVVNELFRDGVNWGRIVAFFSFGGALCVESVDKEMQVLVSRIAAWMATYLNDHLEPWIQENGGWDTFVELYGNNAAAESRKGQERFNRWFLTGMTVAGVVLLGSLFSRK
PAFAH1B2 FP inh – PAFAH1B2 enzyme inhibitors, primary screen, biochemical, fluorescence polarization, human. recombinant PAFAH1B2, FP-rhodamine activity probe. inhibition, % at 3.39 µM. actives 1.2% (n = 340,000);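 active = inhibition above the mean of all tested compounds plus 3 SD, cut at about 24% in these data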;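 also: 0% = enzyme with DMSO and 100% = wells lacking PAFAH1B2; many of its hits are not listed in these tables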
Target sequence (P68402 whole entry, looked up): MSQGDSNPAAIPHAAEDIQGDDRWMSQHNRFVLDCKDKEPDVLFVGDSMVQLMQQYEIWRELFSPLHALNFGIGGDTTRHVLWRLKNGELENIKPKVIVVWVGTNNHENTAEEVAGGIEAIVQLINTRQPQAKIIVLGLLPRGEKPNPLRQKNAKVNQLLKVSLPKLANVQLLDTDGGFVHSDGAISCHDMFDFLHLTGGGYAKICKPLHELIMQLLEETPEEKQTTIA
PME-1 inh – PME-1 inhibitors via competitive probe labeling, primary screen, biochemical, fluorescence polarization, FP-Rh probe, HTS; AID 2130, 2009; inhibition, % at 5.9 µM; recombinant PME-1; actives 0.53% (n = 320,000);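 active = inhibition above the campaign mean of all compounds plus 3 SD, cut at about 26% in these data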;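 also: competitive labeling of PME-1 active site by serine hydrolase directed probe; 0% = PME-1 with DMSO and 100% = wells lacking PME-1 enzyme; inhibitors block probe labeling so polarization falls and inhibition rises; many of its hits are not listed in these tables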
Target sequence (Q9Y570 whole entry, looked up): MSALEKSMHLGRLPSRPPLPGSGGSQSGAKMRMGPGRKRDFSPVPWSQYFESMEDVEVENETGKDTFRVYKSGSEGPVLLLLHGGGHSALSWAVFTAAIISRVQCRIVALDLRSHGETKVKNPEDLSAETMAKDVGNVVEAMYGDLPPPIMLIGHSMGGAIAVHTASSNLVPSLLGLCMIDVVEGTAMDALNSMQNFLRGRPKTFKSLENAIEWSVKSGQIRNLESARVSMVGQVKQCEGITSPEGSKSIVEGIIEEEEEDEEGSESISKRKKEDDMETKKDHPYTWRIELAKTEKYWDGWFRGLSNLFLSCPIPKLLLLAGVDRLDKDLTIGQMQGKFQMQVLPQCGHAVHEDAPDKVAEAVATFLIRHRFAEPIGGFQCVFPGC
The depositor's hits bear a star; . = not tested or not shown. This is a subset; count on the stated rates, not on these rows.

SMILES	Fam108B counter	MEX-5 binding	pPAFAH FP inh	GLD-1 RNA inh	AHR act	MCL1-BIM inh	BCLXL inh	PAFAH1B2 FP inh	PME-1 inh
C=CCN(c1ccccc1Cl)S(=O)(=O)c1cccc(C(=O)NCCc2ccc(OC)cc2)c1	-12.5	-1.7	7.9	5.4	2.4	5.4	2.0	-0.1	-0.8
Cc1ccc(C)c(Nc2nc3ccccc3n3cnnc23)c1	7.3	3.3	-3.1	4.9	46.1	-0.9	-2.5	-1.2	-5.6
CCCCn1c(O)c(N=Nc2ccccc2O)c2ccccc21	.	.	11.5	-19.4	59.7*	-66.0	-38.3	5.7	13.1
CC1CCN(C(=O)c2[nH]cnc2C(=O)N(C)Cc2ccccc2)CC1	.	.	1.3	-4.6	-0.2	-12.8	1.4	4.0	2.5
CCCOc1ccc(C2C(C(=O)c3ccc(C)o3)=C(O)C(=O)N2Cc2cccnc2)cc1 (stereo unspecified)	-3.8	-0.4	-1.6	2.9	-2.1	-0.9	3.8	.	-5.6
CCCN(C(=O)c1cn(-c2ccccc2)nc1-c1ccc(OC)cc1)C1CCS(=O)(=O)C1 (stereo unspecified)	-0.3	0.2	0.9	2.8	1.5	2.4	-2.5	-1.7	-0.2
O=C(CN1C(=O)NC2(CCCCCCC2)C1=O)NCc1ccc(F)cc1	.	.	1.8	-1.8	2.1	.	.	11.9	.
COC(=O)[C@@]1(Cc2ccc(OC)cc2)[C@H]2c3cc(C(=O)N(C)C)n(Cc4c(CO)[nH]cc(C)c4=O)c3C[C@H]2CN1C(=O)c1ccccc1	-4.1	1.9	4.2	9.2	-1.6	2.5	5.1	1.3	0.8
O=C1CSC(=Nc2cccc(Cl)c2Cl)N1Cc1cccnc1	3.7	-1.1	4.7	4.4	-0.5	6.2	6.9	6.2	-3.6
COc1ccc(/C=N/NC(=O)CO/N=C(\C)c2cccs2)cc1	-0.5	2.2	6.4	-2.4	2.9	10.6	1.2	-0.5	-3.9
COc1ccccc1OCCSc1nnnn1-c1ccc(C)cc1	4.1	1.7	2.0	4.5	25.5	9.2	-2.4	0.8	-1.5
Cc1ccc(P(=O)(CC(=O)O)c2ccc(C)cc2)cc1	-5.4	-1.0	0.7	7.4	1.8	2.2	7.0	-1.2	-8.0
COCCCNC(=O)c1ccccc1N(Cc1ccccc1)S(=O)(=O)c1ccc(OC)cc1	0.0	-0.1	1.8	3.0	-2.1	4.3	4.7	4.2	7.2
C=CCn1nc(-c2ccccc2)c2c(C)onc2c1=O	1.4	-1.3	4.4	-0.1	-0.6	-0.1	5.6	2.5	-4.2
CC1CCN(c2nc3c(c(=O)n(C)c(=O)n3C)n2Cc2ccccc2)CC1	0.3	2.0	1.2	-5.0	-0.6	-4.9	-3.1	4.3	6.0
CC(CC(=O)Nc1ccc(-c2ccno2)cc1)n1cccn1 (stereo unspecified)	1.6	0.9	-0.3	0.9	2.5	-2.2	1.1	-0.7	-4.7
O=C(CCN1C(=O)C2CCCCC2C1=O)N1CCN(S(=O)(=O)c2cccc(F)c2)CC1 (stereo unspecified)	2.0	0.3	3.4	-5.6	0.8	-11.9	-12.2	-0.4	0.9
COC(=O)C1=C(C)N(Cc2ccccc2)C(=S)N[C@H]1c1cccc(C(F)(F)F)c1	.	.	2.5	9.7	0.6	.	.	1.2	.
COc1ccc(CNCCC2(Cc3ccccc3)CC(C)N(C)CC2C)cc1OC (stereo unspecified)	1.4	2.3	-2.5	-7.7	1.1	5.6	6.7	7.7	2.6
C=CCSc1nnc(-c2cc3c(-c4ccccc4)nn(C)c3s2)n1C	-7.7	.	3.2	-3.8	31.3	-7.5	2.3	0.5	-10.6
CCn1cc([N+](=O)[O-])c(C(=O)Nc2ccc3c(c2)OCCO3)n1	-0.7	1.2	3.7	1.5	6.3	-0.1	3.7	1.0	-1.0
O=C(NCCc1ccccc1)C(=O)NCC1OCCN1S(=O)(=O)c1ccc2c(c1)OCCO2 (stereo unspecified)	-5.6	3.1	-2.1	-3.3	-11.8	1.7	1.5	3.0	3.0
CC(=O)Nc1ccc(S(=O)(=O)N2CCN(C(=O)c3ncoc3-c3ccc(F)cc3)CC2)cc1	2.2	-1.2	3.2	0.6	-3.8	0.5	-0.9	2.9	1.2
Cc1onc(-c2c(Cl)cccc2Cl)c1C(=O)NCCCN1CCOCC1	-1.4	-2.7	2.5	-4.6	8.3	-8.0	-7.2	5.6	2.1
Cc1ccc(C(=O)Nc2ccc(S(=O)(=O)N3CCc4ccccc43)cc2)o1	-15.2	1.0	0.7	-8.7	4.4	-0.9	-0.5	2.5	-16.1
O=C(Nc1ccc(O)cc1)C1CC=CCC1 (stereo unspecified)	9.1	-0.2	17.1	-3.0	2.7	7.0	6.6	12.6	14.3
CCOC(=O)c1sc(NC(=O)c2ccc(OC)cc2)nc1C	-2.2	0.7	0.8	1.4	-4.3	4.8	4.0	2.4	2.4
Cc1nn(CC(=O)O)c(C)c1C	-0.8	-0.8	2.3	-0.1	-0.5	-0.1	0.0	7.3	-2.2
CCOC(=O)c1cccc(NC(=O)c2ccc(N(C)C)cc2)c1	5.0	0.7	1.8	-3.1	-10.1	-4.2	-3.0	5.1	3.3
Cc1cccc(C)c1NC(=O)c1cc2c(=O)c3ccccc3oc2nc1C(F)(F)F	1.2	1.5	2.0	-1.1	-0.2	1.3	2.7	2.6	7.4
COCc1nnc(SCC(=O)Nc2cccc(Cl)c2C)n1-c1ccccc1	-1.4	1.3	-0.4	-1.2	0.6	5.9	4.1	-5.8	-4.4
Cc1sc(NC(=O)c2ccccc2)c(C(c2ccc(Cl)cc2)N2CCN(CCO)CC2)c1C (stereo unspecified)	6.8	2.7	2.4	7.3	1.4	3.6	-1.6	6.0	5.7
CCC(NC(=O)c1ccc(C#CC2(O)CCCCC2)cc1)C(=O)O (stereo unspecified)	-0.1	-0.3	3.3	5.5	0.1	1.0	3.9	4.6	3.1
Cc1cc(C(=O)N2CCN(c3ncccn3)CC2)cs1	-2.5	-0.3	6.8	1.2	-4.1	5.8	3.0	1.1	2.1
CC(=O)Nc1ccc(S(=O)(=O)N2CCn3cccc3C2C)cc1 (stereo unspecified)	.	.	-1.8	2.1	-0.2	6.5	2.6	4.7	3.7
CCOc1ccc2nc(SCCNS(=O)(=O)c3ccccc3)sc2c1	-11.0	-0.1	2.5	0.2	30.4	1.1	1.8	1.2	-1.9
CCOC(=O)C1=C(C)N(C)C(C)=C(C(=O)OCC)C1c1cccnc1	-1.4	0.2	-8.0	-5.6	2.3	-14.2	-16.8	0.3	-2.5
N#CC(c1ccc(Cl)cc1)c1ccc(Cl)nn1 (stereo unspecified)	8.4	-2.0	-4.1	0.4	-1.4	5.5	0.2	10.8	2.2
COc1ccc(S(=O)(=O)N(C)C)cc1NC(=O)Cc1c[nH]c2ccccc12	-8.2	4.0	10.2	2.2	10.4	-3.5	0.1	-0.6	78.4*
COc1ccc(OC)c(C2=NO[C@@H]3C(=O)N(c4cc(Cl)ccc4OC)C(=O)[C@H]23)c1	0.3	-2.2	1.9	3.3	3.1	4.5	5.1	2.2	4.8
O=C(Nc1nnc(C2CC2)s1)C1Cc2ccccc2CN1S(=O)(=O)c1cccs1 (stereo unspecified)	-3.1	3.5	12.3	-1.5	10.3	2.7	-2.9	3.5	-8.5
Cc1nn(-c2ccc(F)cc2)c(Cl)c1/C=C/C(=O)OCC(=O)Nc1c(F)c(F)c(F)c(F)c1F	0.3	0.5	-2.9	1.9	0.8	1.4	1.6	-3.3	1.1
O=C(CCNS(=O)(=O)c1ccc(Br)cc1)NC1CCN(Cc2ccccc2)CC1	1.2	-1.5	11.5	0.3	4.2	0.3	-1.9	2.4	8.9
Cc1ccccc1S(=O)(=O)c1cc2ccccc2nc1N	-2.8	1.0	1.7	-3.9	7.2	14.6	11.0	5.2	0.4
CCCC(=O)Nc1ccc(NC(=O)C2CC2)cn1	1.0	-1.9	4.3	10.8	-3.5	11.5	8.6	2.2	-1.4
COCCNC(=O)C(C)N(c1ccc(Oc2ccccc2)cc1)S(C)(=O)=O (stereo unspecified)	-2.8	-0.3	3.6	7.8	1.4	-1.3	-1.4	0.6	1.6
CCCSc1ccc([C@@H]2[C@H]3C(=O)N(CC)C(=O)[C@H]3[C@]3(C(=O)OC)CCCCN23)cc1	7.8	20.0	9.3	-9.4	4.7	-8.3	-6.8	-3.2	-0.3
O=C(NNC(=S)Nc1ccc(Cl)c(Cl)c1)c1cccc([N+](=O)[O-])c1	4.9	-0.2	31.8*	7.4	17.1	2.7	5.9	.	16.9
CCNc1nc(NCC)nc(N(C)/N=C/c2ccco2)n1	-1.6	2.0	5.4	10.5	17.0	2.8	5.6	2.9	4.7
CC1CCN(Cc2c(C(=O)O)nnn2-c2nonc2N)CC1	-2.5	-1.5	0.0	-4.2	-0.8	-6.2	-1.4	2.7	-4.9
O=C(Nc1ccccc1)c1ccsc1	3.8	0.8	-0.5	0.7	1.3	5.3	5.8	-0.8	-2.5
CN1CCN(c2nc3c(c(=O)[nH]c(=O)n3C)n2CCSc2nc3ccccc3s2)CC1	4.5	-1.4	-7.4	-1.8	6.9	-0.1	2.9	1.9	0.5
S=C(NCCN1CCCCC1)Nc1ccc(Br)cc1	2.9	-0.3	3.6	1.8	15.5	3.7	7.0	0.9	-2.0
CC(C)[n+]1ccn(C2=C([O-])c3ccccc3C(=O)/C2=N\S(=O)(=O)c2ccccc2)c1	-0.5	-3.1	2.9	3.6	13.5	5.4	4.1	12.1	0.8
C/C(=N\NC(=O)c1cccnc1)c1ccccc1	1.7	2.7	-2.0	-4.5	8.2	-18.1	6.4	1.9	8.9
O=C(c1ccccc1F)N1CCCc2ccccc21	-4.2	0.7	-7.1	2.5	1.5	-1.5	0.7	7.3	1.0
CC1(C)CC(=O)C=C(C(=O)N2CCCC(C(=O)c3cccc(Cl)c3)C2)O1 (stereo unspecified)	-1.0	-1.4	0.6	-3.0	0.6	3.0	5.1	5.1	0.6
CC(C#N)Sc1ccc(S(=O)(=O)N2CCCCC2)cn1 (stereo unspecified)	.	.	-1.2	0.7	-0.9	4.2	1.1	2.1	0.1
Cc1[nH]n(C(N)=S)c(=O)c1N=Nc1ccccc1C(F)(F)F	24.3*	-6.1	13.2	-1.0	0.8	10.6	7.0	4.0	1.9

Compound activity deposited in PubChem by several laboratories.
